# TCR act – activates T cell receptor signaling | primary human leukocytes, anti-CD3, IL-2 HTRF, 48 h | Potency, µM (doses to about 9.22 µM), for inactives: at the highest dose activation of IL-2 secretion, hits mostly activators | 330,000 tested, under 10 active | AID 504894; note: % of control where 0% means no effect
#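 Using a-CD3 beads without co-stimulation, primary human leukocytes were exposed to compounds for 48 hr. An HTRF IL-2 kit measured the cytokine, with europium-to-d2 energy transfer producing emission at 665nm upon 320nm excitation.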
# Eya2 inh – inhibitors of human Eya2 phosphatase activity; recombinant Eya2, OMFP fluorescence dephosphorylation (OMFP is methylfluorescein phosphate); 330,000 tested, 0.006% active; O00167; Potency, µM (titrated, usually from 76.9 µM), for the others: at the highest dose activity, negative = inhibition, hits mostly inhibitors; note: potency is the fitted concentration of half-maximal effect; % is set by controls: 0 for no effect and ±100 for the full control effect
#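 Eya2 protein (added as 0.2 uM solution) was preincubated with compound for 10 min at ambient temperature in 50 mM HEPES pH 7.5, 50 mM NaCl, 5 uM MgCl2, 0.05% BSA, 1 mM DTT. OMFP (added at 50 uM) then reacted 10 min; fluorescence read at 485/525 nm.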
# AT treatment – potential ataxia-telangiectasia treatments restoring KAP-1 phosphorylation; […] A-T fibroblasts, KAP-1 phosphorylation AlphaLISA; neocarzinostatin DNA damage 30 min before lysis; Potency, µM (top dose mostly 57.5 µM), without a hit: top-dose activation, most hits filed as activators; 320,000 tested, 0.19% active; AID 485349; note: potency is the fitted concentration of half-maximal effect; % of control where 0% means no effect; nearly all actives have a fitted effect of over 45% in size
#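 ATM-like activity read as KAP-1 phosphorylation via AlphaLISA donor/acceptor antibody pairs after lysis and 6 hr at 25C. Cells were ATM-null patient fibroblasts ([…], hTERT), dosed 60 min, then exposed to the DSB inducer NCS for 30 min.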
# hERG WT inh – inhibitors of human wildtype KCNH2 potassium channel; Q12809; U2OS, BacMam KCNH2, thallium flux FluxOr; active compounds read low; activity change, % at 1.84 µM; 340,000 tested, 0.37% active; AID 720551;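 active = maximum activity change below -70%; inconclusive = maximum activity change between -70% and -50%; inactive = maximum activity change above -50%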; note: % is set by controls: 0 for no effect and ±100 for the full control effect
#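 U2OS cells were transduced with wild-type KCNH2 virus (2.03 x 10^8 / mL) for 4 h at room temperature, then cultured overnight at 37 C. Thallium flux was read with FluxOr dye. Rate constants were normalized to DMSO controls.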
# TSHR antag – human thyrotropin receptor antagonism | TSHR-expressing cells, TSH-stimulated cAMP HTRF, 2 h; active compounds read low | activity change, negative = inhibition, % at 11.5 µM | 330,000 tested, 0.2% active;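 active = activity change below a set negative limit, meaning inhibition stronger than a set level, cut at about -70% in these data; inconclusive = activity change between two set negative limits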; note: % is set by controls: 0 for no effect and ±100 for the full control effect
# Target sequence (P16473 whole entry, looked up): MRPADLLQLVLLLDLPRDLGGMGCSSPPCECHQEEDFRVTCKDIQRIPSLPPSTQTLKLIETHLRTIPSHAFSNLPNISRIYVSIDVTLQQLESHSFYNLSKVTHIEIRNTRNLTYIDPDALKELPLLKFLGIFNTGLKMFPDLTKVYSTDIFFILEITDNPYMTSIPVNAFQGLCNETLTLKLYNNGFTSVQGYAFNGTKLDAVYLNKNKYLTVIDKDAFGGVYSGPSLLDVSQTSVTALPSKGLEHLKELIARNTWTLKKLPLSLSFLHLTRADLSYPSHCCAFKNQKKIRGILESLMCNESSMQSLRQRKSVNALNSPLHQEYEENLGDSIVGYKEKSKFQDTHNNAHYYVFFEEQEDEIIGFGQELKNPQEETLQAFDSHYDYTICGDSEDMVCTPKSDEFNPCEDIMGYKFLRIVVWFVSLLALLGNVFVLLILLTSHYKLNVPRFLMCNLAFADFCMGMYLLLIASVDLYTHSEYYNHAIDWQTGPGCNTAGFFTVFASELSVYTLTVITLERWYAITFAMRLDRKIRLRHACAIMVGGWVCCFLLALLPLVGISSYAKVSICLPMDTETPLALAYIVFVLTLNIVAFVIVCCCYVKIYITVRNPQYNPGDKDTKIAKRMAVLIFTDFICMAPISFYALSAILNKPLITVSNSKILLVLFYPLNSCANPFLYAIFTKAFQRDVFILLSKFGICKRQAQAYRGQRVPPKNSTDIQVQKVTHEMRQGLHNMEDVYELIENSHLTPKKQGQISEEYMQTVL
#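 TSHR-expressing cells were treated with compounds, then stimulated with TSH at EC80 (4nM final) for 2 hours at 37 deg C. Cellular cAMP was measured by HTRF competition between lysate cAMP and cAMP-d2 for a cryptate-labelled anti-cAMP antibody.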
# USP2a block – blocks human ubiquitin-specific protease USP2a. O75604. USP2 core, Ub-CHOP2 coupled fluorogenic reporter, 485/531. Potency, µM (titrated, usually from 38.3 µM), for inactives: at the highest dose activity change, negative = inhibition, actives largely listed as inhibitors. 330,000 tested, 0.01% active;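 note: potency is the fitted concentration of half-maximal effect; plate controls were DMSO wells for no effect and full inhibition by NEM control for full effect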
#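 Deubiquitinase activity read as fluorescence (485/531 nm) after Ub-CHOP2 cleavage activates the enterokinase reporter on its substrate; USP2 core 10nM, Ub-CHOP2 and substrate 25nM each, 30min compound preincubation then 60min RT; data normalized to NEM, curves fitted.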
# KCNH2 3.1 inh – blocks the human KCNH2 3.1 channel isoform. U2OS KCNH2 3.1, thallium flux FluxOr; active compounds read low. activity change, % (tested at about 1.8 µM). 340,000 tested, 0.95% active. AID 720553;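 active = maximum activity change below -70%; inconclusive = maximum activity change from -70% to -50%; inactive = maximum activity change above -50%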;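 note: thallium influx rate constant from kinetic fluorescence after stimulation buffer; % is set by controls: 0 for no effect and ±100 for the full control effect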
#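 Thallium flux via FluxOr fluorescence (Red40 quencher, 45 min loading) in U2OS cells virally expressing the KCNH2 3.1 isoform (1.77 x 10^8 /mL virus, overnight at 37 C). Rate constants from 2-min kinetic reads post-stimulation, normalised to positive and negative controls.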
# Mito fusion act – mitochondrial division inhibition or fusion activation; 320,000 tested, 0.23% active; S. cerevisiae fusion-defective mutant growth rescue, CellTiterGlo 48 h; Potency, µM (top dose mostly 46.1 µM), without a hit: at the highest dose growth rescue (activation), usual class: activators;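 note: potency is the fitted concentration of half-maximal effect; % of control where 0% means no effect; nearly all actives have a fitted effect of over 45% in size; temperature-sensitive fusion mutants such as fzo1-1 at 37 °C on non-fermentable ethanol glycerol medium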
#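 Read-out: ATP-based luminescence (CellTiterGlo, 10 min ambient) reporting growth of fusion-defective ts yeast after 48 hours at 37C on glycerol/ethanol YPEG medium in the presence of compound.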
# TRPV1 agonist – activates the human vanilloid receptor TRPV1 | Q8NER1 | AID 540275 | 320,000 tested, 0.19% active | TRPV1-expressing cells, Fluo-8 calcium influx, agonist mode | activation, % at 8.33 µM; in the data active = activation above about 80%; inconclusive = between about 30% and that limit; note: 0% is about no effect
#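 Cells expressing TRPV1 were dye-loaded with Fluo-8 and read kinetically: 10 s baseline, 3 min after compound (agonist portion), then 2 min after EC20 capsaicin (allosteric enhancer portion). Calcium-bound dye fluorescence at 480/520 nm.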
# ELG1 repair inh – ELG1-dependent DNA repair inhibition; HEK293T ELG1-luciferase reporter, luminescence, 16 h; DNA damage induced by 5-fluorouridine; Potency, µM (doses to about 46.1 µM), for inactives: at the highest dose activity change, negative = inhibition, most hits filed as inhibitors; 330,000 tested, 2.3% active; note: potency is the fitted concentration of half-maximal effect; % is set by controls: 0 for no effect and ±100 for the full control effect; nearly all actives have a fitted effect of over 55% in size
#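 Step one: seed 2,000 cells per well. Step two: pin-transfer compound or DMSO alongside 5-fluorouridine. Step three: incubate 16 hr, 37 °C, 5% CO2. Step four: add ONE-Glo, wait 30 min, read luminescence.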
# Starred values were filed as active, the others as inactive; ? = inconclusive; / = not tested or not shown; [ ] = dose if it differs, or a comment. Unless noted, calls come from the whole dose curve; as a rule, active = well fitted curve in the direction sought with a large enough effect; inconclusive = small, poorly fitted or top-dose-only effect, or another doubt; inactive = no such curve, though single readings can be large; an effect the other way counts as inactive or inconclusive. The list is partial (hit frequency here may not be typical).
smiles,TCR act,Eya2 inh,AT treatment,hERG WT inh,TSHR antag,USP2a block,KCNH2 3.1 inh,Mito fusion act,TRPV1 agonist,ELG1 repair inh
COc1ccc(N(C(C)=O)C2C=CS(=O)(=O)C2)c(OC)c1 (configuration not stated),-6%,-8%,0%,9,16,0%,1,-1%,2,?
O=C(Cn1cnc2cc([N+](=O)[O-])ccc2c1=O)NC(c1ccccc1)c1ccccc1,6%[46.1 µM],1%,4%,10,13,0%,-24,-2%,-1,4%
CN(C)c1nc(N)c2ncc(=S)[nH]c2n1,10%,-8%,-8%,11,-12,1%,7,7%,-2,4%
COCC1CCN(Cc2c(C(=O)N3CCN(C4CCCCC4)CC3)nc3ccccn23)C1 (configuration not stated),0%,-3%,2%,-2,29,4%,23,5%,10,2%
CC(=O)N(c1ccc(Cl)cc1)c1nc(C)cc(C)c1C#N,2%,0%,-2%,-2,-7,0%,6,6%,-1,11%
Cc1nn(C)c(C)c1S(=O)(=O)N1CCC(C(=O)Nc2ccc3c(c2)OCCO3)CC1,-8%,2%,3%,1,2,3%,-2,3%,-1,?
O=C(Nc1ccccc1C(=O)N1CCOCC1)c1ccc(CSc2ccccc2)cc1,-3%,5%,7%,1,-6,0%,14,9%,4,-6%
O=C(Nc1ccccc1F)c1cc(S(=O)(=O)N2CCOCC2)ccc1N1CCOCC1,-3%,-23%,7%,-9,25,2%,-29,5%,14,-8%
CCCOCC1CC(CCc2nc(=S)[nH][nH]2)C(=O)O1 (configuration not stated),1%[46.1 µM],0%,-1%,17,1,0%,-14,-11%,-3,0%
CCCC(=O)Nc1ccc(Cl)c(NC(=S)NC(=O)C(C)C)c1,-4%,4%,-2%,3,6,2%,-13,-2%,-5,?
Cc1cccc(N(CC(=O)NC(C)(C)C)C(=O)CNC(=O)c2cccs2)c1C,1%,-5%,0%,0,0,3%,-8,0%,4,-2%
CCN(CC)Cc1nc2sc(C)c(C)c2c(=O)[nH]1,-4%,21%,-4%,17,-1,1%,2,-8%,-1,-8%
COc1ccc(-c2nc(-c3cccc(C)c3)nc(N3CCN(C)CC3)c2C#N)cc1,-14%,9%,-8%,1,8,1%,32,-4%,7,-10%
CC1CC(C)CN(CCOc2cccc(Cl)c2Cl)C1 (configuration not stated),0%[46.1 µM],2%,13%,-1,1,2%,-5,-1%,3,-10%
COc1ccc(CNC(=O)COC(=O)c2ccc(OCC3CCCO3)cc2)cc1 (configuration not stated),7%,-2%,0%,-12,-3,1%,8,-4%,4,-23%
CCN1CCN(CCc2nc3cc([N+](=O)[O-])ccc3n2C)CC1,-2%,-5%,-6%,15,4,3%,-11,1%,-6,0%
CCOc1ncccc1C(=O)Nc1ccc(F)c(Cl)c1,-4%,-2%,13%,-21,6,3%,-4,3%,6,-6%
C=CCN1/C(=C2/SC(=S)N(C)C2=O)Sc2ccccc21,/,-2%,10%,/,8,6%,/,0%,-3,9%
CCOc1ccc(NS(=O)(=O)c2ccc(NC(=S)NC(=O)CC(C)C)cc2)cc1,5%,-27%,0%,-6,-13,6%,-10,?,3,?
COc1ccccc1N1CCN(C(=O)c2cn(-c3ccccc3)nc2-c2cccnc2)CC1,3%,-2%,3%,1,-8,-1%,-5,0%,2,?
CCCOc1ccc(C2=CSC3=NCCN23)cc1[N+](=O)[O-],12%,1%,-16%,29,0,4%,-48,-43%[inhibitor],-2,16%
O=C(CSc1nc(-c2ccccc2)nc2c1Cc1ccccc1O2)Nc1ccc(C(=O)O)cc1,3%,0%,3%,3,-31,-8%,-7,3%,-3,-8%
CCc1nn2cc(-c3ccccc3)nc2s1,5%,0%,14%,8,3,3%,-2,-1%,7,?
CCn1cc(C(=O)N2CC(C)CC(C)C2)c(=O)c2cc(S(=O)(=O)N3CCOCC3)ccc21 (configuration not stated),1%,-31%,-3%,-1,11,4%,1,0%,-4,1%
O=c1cc(CN2CCN(S(=O)(=O)/C=C/c3ccccc3)CC2)c2ccc(O)cc2o1,10%,2%,2%,-1,-18,-3%,?,0%,-2,-1%
CC(Cl)C(=O)NNC(=O)CNS(=O)(=O)c1ccccc1 (configuration not stated),-5%,-19%,-2%,/,-6,1%,25,9%,-6,4%
CCCCC(=O)NS(=O)(=O)c1ccc(N=NN2CCOCC2)cc1,-1%,-3%,8%,-1,-4,3%,-4,-1%,1,12%
Cc1c(C(=O)N(Cc2cccc(Br)c2)C2CCS(=O)(=O)C2)oc2ccc(F)cc12 (configuration not stated),-8%,0%,0%,2,-6,-1%,-2,24%,11,-7%
O/N=C(/c1ccc(F)cc1)C1CC1c1c(F)cccc1Cl (configuration not stated),9%,-11%,0%,-2,-9,0%,-11,-3%,17,-1%
CCOc1ccc(-c2nnn(CC(=O)NCc3cccs3)n2)cc1,1%,13%,6%,-11,-7,2%,5,-5%,23,6%
CC(C)CC(=O)Nc1ccc(S(=O)(=O)N2CCCC2)cc1,2%,2%,-6%,-10,0,2%,2,2%,6,1%
CC(C)Oc1ccc(CN2CCCC(CO)(Cc3ccc(F)cc3)C2)cc1 (configuration not stated),0%,0%,0%,16,-10,-1%,-48,-12%,10,7%
Cc1cc(C(=O)N/N=C/c2cccnc2)c2ccccc2n1,5%,-1%,-2%,10,-4,2%,?,-10%,2,-3%
Cc1sc(NC(=O)C2CCCC2)c(C#N)c1C,6%[46.1 µM],-7%,20%,-19,-7,-15%,-6,4%,2,24%
Cc1ccc(S(=O)(=O)CCC(=O)N2CCN(c3ccc([N+](=O)[O-])cc3)CC2)cc1,-1%,-6%,4%,-37,2,1%,-77*,32%,2,?
CCOC(=O)C1=C(c2ccccc2)N(C)C(=O)NC1c1ccc(OC(F)F)c(OC)c1 (configuration not stated),3%,-4%,/,-2,-5,-2%,-7,0%,22,-18%
CCCCn1c(N)c(N(CCOC)C(=O)c2ccc(C)o2)c(=O)[nH]c1=O,6%,-1%,0%,9,5,1%,5,-1%,0,28%
CC(C)(C)C(=O)CNS(=O)(=O)c1ccc(S(=O)(=O)NC2CCCC2)cc1,-2%,-13%,-9%,7,-11,0%,-1,-5%,16,-15%
CN(c1ccc(OC(=O)CN2C(=O)NC3(CCCC3)C2=O)cc1)S(=O)(=O)c1ccccc1,2%,8%,2%,5,-9,-1%,-4,4%,1,12%
Cc1cc(NS(=O)(=O)c2ccc(Nc3nc(-c4sc(NC(=O)c5ccccc5)nc4C)cs3)cc2)no1,/,4%,0%,/,-18,0%,/,1%,0,0%
CC(Cn1cncn1)C(=O)N1CCN(S(=O)(=O)c2ccccc2)CC1 (configuration not stated),3%,-9%,0%,35,20,1%,1,5%,-4,-2%
Cc1c(NC(=O)C(C#N)=C2CCCCC2)c(=O)n(-c2ccccc2)n1C,-43%,7%,0%,-3,9,0%,16,-4%,1,6%
COc1cccc(C(C(=O)NC2CCCC2)N(C(=O)c2ccco2)c2cccc(C(C)=O)c2)c1OC (configuration not stated),3%,0%,0%,-12,-4,0%,-16,-8%,8,-9%
CCN1C(=O)[C@H]2[C@H]3CN=C(SCc4ccc(C)cc4)N3[C@@](Cc3ccccc3)(C(=O)OC)[C@H]2C1=O,1%[46.1 µM],1%,1%,-4,7,0%,6,/,/,-11%
O=C(O)c1cc(S(=O)(=O)N2CCCCC2)sc1Cl,1%[46.1 µM],2%,-19%,0,6,1%,4,-1%,7,4%
COc1ccc(/C(N)=N/OC(=O)c2c(-c3ccccc3Cl)noc2C)cc1OC,-7%,5%,9%,-5,17,3%,25,9%,3,-17%
O=C(CCCn1c(=O)oc2ccccc21)Nc1ccccc1,2%,-4%,-1%,0,5,-1%,-11,1%,4,?
C=C[C@@H]1c2cc(C)ccc2N(S(=O)(=O)c2ccc(C)cc2)[C@H](c2ccc(OC(C)=O)cc2)C1(C#N)C#N,1%,-11%,1%,-5,8,4%,-18,0%,1,-12%
CC1(C)c2ccccc2N2CCC(=O)NC21/C=C/c1ccco1 (configuration not stated),2%,22%,-5%,-4,63,2%,-3,2%,-2,-6%
O=C(N/N=C\c1ccc(O)c([N+](=O)[O-])c1)c1ccccc1-n1cccc1,1%[46.1 µM],4%,-15%,-2,19,-2%,7,-1%,-8,2%

# Bioassay records (PubChem BioAssay)
